Screening results from PubChem.
IL1B NFkB inh = blocks IL-1B driven NFkB nuclear translocation in HUVEC cells; HUVEC IL-1B NFkB p65 nuclear translocation imaging; AID 796; inhibition, % at 2 µM; 94,000 tested, 0.43% active;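 active means inhibition above about 30% together with a positive call from visual inspection of the well image, limit read from the data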;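 further: nuclear over cytoplasmic p65 intensity ratio measured by imaging; 0% = IL-1B stimulated DMSO wells and 100% = unstimulated DMSO wells; values of inactives mirror those of a sister screen read the other way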
Bcl-B TR3 displacers = displacers of TR3 peptide from Bcl-B, primary screen, selectivity assay for Bfl-1 inhibitor project, biochemical, fluorescence polarization; FP displacement of FITC-TR3 peptide from Bcl-B; higher % means a stronger effect; AID 748; 96,000 tested, 0.11% active; displacement, % at 20 µM; hits with a dose series show IC50 in µM;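 active means displacement above 50% at 20 µM plus a fluorescence interference ratio under 1.5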;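 further: plate controls were wells without compound for no effect and wells lacking Bcl-B protein for full effect; a part of the inactive calls stands beside numbers as strong as those of hits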
MRP resist rev = compounds reversing MRP-mediated drug resistance | H69AR cells + 2 uM doxorubicin, CellTiter-Glo, 72 h | differential viability (reversal), % at 10 µM | 85,000 tested, 0.04% active;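 active means viability drop by adding the cancer drug above about 55%, with treated viability meeting a 40% cutoff, limit read from the data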;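 further: viability without doxorubicin minus viability with 2 µM doxorubicin for each compound; larger differential means the compound sensitizes cells more to doxorubicin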
PLAP inhibition = inhibition of human placental alkaline phosphatase – biochemical, luminescence, HTS (AID 690); 96,000 tested, 0.08% active; inhibition, % at 20 µM; hits with a dose series show IC50 in µM; purified PLAP, luminescent substrate; higher % means a stronger effect; in the data active means a potency from the dose series; inactive means the rest, 99 in 100 with inhibition below about 30%; further: strong numbers were not always called active
IL1B NFkB pot = enhances IL-1B driven NFkB nuclear translocation; HUVEC IL-1B NFkB p65 nuclear translocation imaging; activation, % at 2 µM; 94,000 tested, 0.3% active;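 active means activation above 40%, about the mean plus 3 SD, also judged a hit on visual image review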;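 further: percent activation is computed from the nuclear over cytoplasmic p65 intensity ratio; values of inactives mirror those of a sister screen read the other way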
MRP resist rev cytotoxicity = recorded beside MRP resist rev, whose call it bears; viability, %; H69AR cells, CellTiter-Glo, 72 h; measured here: cytotoxicity without doxorubicin
MRP resist rev with doxorubicin = also measured in MRP resist rev; calls as there; viability, %; measured here: viability with 2 uM doxorubicin; active compounds read low
IL1B NFkB inh cell count 2 µM = second read-out of IL1B NFkB inh, no call of its own (marks repeat the call); cell count; measured here: cells passing quality filter;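 raw number of nuclei counted in each imaged well without normalization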
IL1B NFkB pot cell count 2 µM = second read-out of IL1B NFkB pot, no call of its own (marks repeat the call); cell count; measured here: cells passing quality filter
An asterisk follows results filed as active.

`O=C(NCCOc1cccc(Cl)c1Cl)c1cc(-n2cnnc2)ccc1Cl` gave IL1B NFkB inh -6, Bcl-B TR3 displacers -3%, PLAP inhibition -11%, IL1B NFkB pot 7, IL1B NFkB inh cell count 2 µM 122 and IL1B NFkB pot cell count 2 µM 122.
COc1ccc(OC)c(NC(=S)N2CCN(C/C=C/c3ccccc3)CC2)c1 was read as IL1B NFkB inh -1, Bcl-B TR3 displacers -1%, PLAP inhibition -74%, IL1B NFkB pot 1, IL1B NFkB inh cell count 2 µM 121 and IL1B NFkB pot cell count 2 µM 121.
`Oc1c(C(c2ccco2)N2CCN(C(c3ccccc3)c3ccccc3)CC2)sc2ncnn12` (stereo not given) gave IL1B NFkB inh -5, Bcl-B TR3 displacers -142%, MRP resist rev -9, PLAP inhibition -107%, IL1B NFkB pot 5, MRP resist rev cytotoxicity 33, MRP resist rev with doxorubicin 42, IL1B NFkB inh cell count 2 µM 52 and IL1B NFkB pot cell count 2 µM 52.
Screening C#CCOc1c(Br)cc(/C=N\NC(=O)CN2CCOCC2)cc1OCC returned IL1B NFkB inh -2, Bcl-B TR3 displacers 4%, PLAP inhibition -69%, IL1B NFkB pot 2, IL1B NFkB inh cell count 2 µM 197 and IL1B NFkB pot cell count 2 µM 197.
For Cc1noc(C)c1S(=O)(=O)N1CCC(C(=O)N2CCN(c3ccc(F)cc3)CC2)CC1 the results were IL1B NFkB inh 9, Bcl-B TR3 displacers 3%, MRP resist rev -15, PLAP inhibition -58%, IL1B NFkB pot -9, MRP resist rev cytotoxicity 59, MRP resist rev with doxorubicin 74, IL1B NFkB inh cell count 2 µM 166 and IL1B NFkB pot cell count 2 µM 166.
`O=C(NCc1cccs1)c1ccc(N2CCCC2=O)cc1` gave IL1B NFkB inh 6, Bcl-B TR3 displacers 4%, PLAP inhibition 8%, IL1B NFkB pot -6, IL1B NFkB inh cell count 2 µM 199 and IL1B NFkB pot cell count 2 µM 199.
For O=C(NCc1ccco1)c1sc2cc(Cl)ccc2c1Cl the results were IL1B NFkB inh -9, MRP resist rev -11, IL1B NFkB pot 9, MRP resist rev cytotoxicity 93, MRP resist rev with doxorubicin 104, IL1B NFkB inh cell count 2 µM 90 and IL1B NFkB pot cell count 2 µM 90.
Cc1ccc(-n2nnnc2SC(C)C(=O)Nc2ccc(Cl)cn2)cc1 (stereo not given) was read as Bcl-B TR3 displacers -5%, MRP resist rev 20, PLAP inhibition 21%, MRP resist rev cytotoxicity 94 and MRP resist rev with doxorubicin 73.
`COc1ccc(C(c2c(O)ccc3ccccc23)N2CCOCC2)c(OC)c1` (stereo not given) gave IL1B NFkB inh -2, Bcl-B TR3 displacers -1%, MRP resist rev -10, PLAP inhibition -63%, IL1B NFkB pot 2, MRP resist rev cytotoxicity 103, MRP resist rev with doxorubicin 113, IL1B NFkB inh cell count 2 µM 109 and IL1B NFkB pot cell count 2 µM 109.
O=C(NCCN1CCOCC1)c1cc2sccc2n1Cc1ccc(F)cc1 was read as Bcl-B TR3 displacers -10% and PLAP inhibition -47%.
For Cc1ccccc1OCC(=O)Nc1ccc2c(c1)OCO2 the results were IL1B NFkB inh -9, Bcl-B TR3 displacers -1%, MRP resist rev 1, PLAP inhibition 4%, IL1B NFkB pot 9, MRP resist rev cytotoxicity 84, MRP resist rev with doxorubicin 84, IL1B NFkB inh cell count 2 µM 172 and IL1B NFkB pot cell count 2 µM 172.
CCOc1cc(CNn2cnnc2)cc(Br)c1OCC(=O)NC1CCCCC1 was read as IL1B NFkB inh -6, MRP resist rev 10, IL1B NFkB pot 6, MRP resist rev cytotoxicity 91, MRP resist rev with doxorubicin 81, IL1B NFkB inh cell count 2 µM 175 and IL1B NFkB pot cell count 2 µM 175.
`O=S(=O)(NC1CCCCC1NS(=O)(=O)c1ccc(F)cc1)c1ccc(F)cc1` (stereo not given) gave IL1B NFkB inh -3, Bcl-B TR3 displacers -8%, MRP resist rev 13, PLAP inhibition 3%, IL1B NFkB pot 3, MRP resist rev cytotoxicity 83, MRP resist rev with doxorubicin 70, IL1B NFkB inh cell count 2 µM 104 and IL1B NFkB pot cell count 2 µM 104.
Screening N#Cc1ccc(COc2ccc(CCO)cc2-n2nc3ccccc3n2)cc1 returned IL1B NFkB inh -7, Bcl-B TR3 displacers -22%, MRP resist rev -28, PLAP inhibition -52%, IL1B NFkB pot 7, MRP resist rev cytotoxicity 45, MRP resist rev with doxorubicin 73, IL1B NFkB inh cell count 2 µM 217 and IL1B NFkB pot cell count 2 µM 217.
O=C(c1ccc(COc2c(F)c(F)c(F)c(F)c2F)o1)N1CCOCC1 was read as IL1B NFkB inh -6, Bcl-B TR3 displacers 13%, MRP resist rev -1, PLAP inhibition -39%, IL1B NFkB pot 6, MRP resist rev cytotoxicity 87, MRP resist rev with doxorubicin 87, IL1B NFkB inh cell count 2 µM 145 and IL1B NFkB pot cell count 2 µM 145.
CCOC(=O)C1(C(C)(C)CC)CC(CSc2nc3ccccc3[nH]2)OC1=O (stereo not given) was read as IL1B NFkB inh -28, MRP resist rev 1, IL1B NFkB pot 28, MRP resist rev cytotoxicity 80, MRP resist rev with doxorubicin 79, IL1B NFkB inh cell count 2 µM 146 and IL1B NFkB pot cell count 2 µM 146.
Screening CC(=O)Nc1ccc(S(=O)(=O)NC2(C(F)(F)F)NC(=O)N(C3CCCC3)C2=O)cc1 (stereo not given) returned IL1B NFkB inh 9, Bcl-B TR3 displacers -11%, MRP resist rev -7, PLAP inhibition -3%, IL1B NFkB pot -9, MRP resist rev cytotoxicity 90, MRP resist rev with doxorubicin 97, IL1B NFkB inh cell count 2 µM 99 and IL1B NFkB pot cell count 2 µM 99.
`OC(COCC1COc2ccccc2O1)CN1CCN(c2ccccc2)CC1` (stereo not given) gave IL1B NFkB inh 7, Bcl-B TR3 displacers -5%, PLAP inhibition -28%, IL1B NFkB pot -7, IL1B NFkB inh cell count 2 µM 178 and IL1B NFkB pot cell count 2 µM 178.
`Cc1cc(C(=O)N2CCc3ccccc32)n(-c2ccccc2)n1` gave Bcl-B TR3 displacers -2%, MRP resist rev -28, PLAP inhibition -17%, MRP resist rev cytotoxicity 22 and MRP resist rev with doxorubicin 49.
Screening CCOc1ccc(Oc2nc(NCC(C)C)nc(N(C)C)n2)nn1 returned IL1B NFkB inh -2, Bcl-B TR3 displacers 0%, MRP resist rev 17, PLAP inhibition -27%, IL1B NFkB pot 2, MRP resist rev cytotoxicity 83, MRP resist rev with doxorubicin 66, IL1B NFkB inh cell count 2 µM 151 and IL1B NFkB pot cell count 2 µM 151.
Screening Clc1ccc2oc(-c3ccccc3)nc2c1 returned IL1B NFkB inh 7, Bcl-B TR3 displacers -20%, MRP resist rev 15, PLAP inhibition 10%, IL1B NFkB pot -7, MRP resist rev cytotoxicity 106, MRP resist rev with doxorubicin 91, IL1B NFkB inh cell count 2 µM 65 and IL1B NFkB pot cell count 2 µM 65.
O=C1NCCCC1C(=O)N1CCN(C(=O)C2CCCNC2=O)CC1 (stereo not given) was read as Bcl-B TR3 displacers -4%, MRP resist rev -9, PLAP inhibition -6%, MRP resist rev cytotoxicity 95 and MRP resist rev with doxorubicin 104.
Nc1ncc(-c2nnnn2-c2ccc(Cl)cc2)c(-c2ccc(Cl)cc2)n1 was read as IL1B NFkB inh -2, Bcl-B TR3 displacers -6%, PLAP inhibition 20%, IL1B NFkB pot 2, IL1B NFkB inh cell count 2 µM 169 and IL1B NFkB pot cell count 2 µM 169.
`O=C(NCc1ccncc1)c1nnc(Cc2c(F)cccc2Cl)o1` gave IL1B NFkB inh 2, Bcl-B TR3 displacers 2%, MRP resist rev 2, PLAP inhibition 10%, IL1B NFkB pot -2, MRP resist rev cytotoxicity 98, MRP resist rev with doxorubicin 96, IL1B NFkB inh cell count 2 µM 137 and IL1B NFkB pot cell count 2 µM 137.
Screening CC(=O)Nc1ccc2c(c1)nc(CCN1CCOCC1)n2C returned IL1B NFkB inh 0, Bcl-B TR3 displacers 4%, MRP resist rev 5, PLAP inhibition 0%, IL1B NFkB pot 0, MRP resist rev cytotoxicity 85, MRP resist rev with doxorubicin 80, IL1B NFkB inh cell count 2 µM 111 and IL1B NFkB pot cell count 2 µM 111.
For CCOC(=O)N1CCN(S(=O)(=O)/C=C/c2ccccc2)CC1 the results were IL1B NFkB inh 14, Bcl-B TR3 displacers 4%, MRP resist rev -3, PLAP inhibition -1%, IL1B NFkB pot -14, MRP resist rev cytotoxicity 101, MRP resist rev with doxorubicin 104, IL1B NFkB inh cell count 2 µM 104 and IL1B NFkB pot cell count 2 µM 104.
Screening Cc1nc2ccc(S(=O)(=O)NC(C(=O)NCc3cccs3)C(C)C)cc2s1 (stereo not given) returned Bcl-B TR3 displacers 0% and PLAP inhibition 10%.
For O=C(CN1C(=O)c2ccccc2C1=O)Nc1ccccc1C(=O)N1CCCC1 the results were IL1B NFkB inh -12, Bcl-B TR3 displacers -3%, MRP resist rev -5, PLAP inhibition 0%, IL1B NFkB pot 12, MRP resist rev cytotoxicity 95, MRP resist rev with doxorubicin 99, IL1B NFkB inh cell count 2 µM 156 and IL1B NFkB pot cell count 2 µM 156.
Screening COc1cc(CNc2ccc3[nH]c(=O)[nH]c3c2)cc(Br)c1OCC(=O)NC(C)(C)C returned IL1B NFkB inh -7, Bcl-B TR3 displacers 3%, MRP resist rev -7, PLAP inhibition -49%, IL1B NFkB pot 7, MRP resist rev cytotoxicity 10, MRP resist rev with doxorubicin 17, IL1B NFkB inh cell count 2 µM 55 and IL1B NFkB pot cell count 2 µM 55.
For CCc1nc2scc(-c3cccs3)c2c(=O)o1 the results were IL1B NFkB inh 45*, MRP resist rev 4, IL1B NFkB pot -45, MRP resist rev cytotoxicity 82, MRP resist rev with doxorubicin 78, IL1B NFkB inh cell count 2 µM 105* and IL1B NFkB pot cell count 2 µM 105.
Screening CC(=O)C1=C(O)C(=O)N(CCCCCC(=O)O)C1c1ccc(N(C)C)cc1 (stereo not given) returned IL1B NFkB inh -16, Bcl-B TR3 displacers 1%, MRP resist rev 6, PLAP inhibition -20%, IL1B NFkB pot 16, MRP resist rev cytotoxicity 92, MRP resist rev with doxorubicin 86, IL1B NFkB inh cell count 2 µM 128 and IL1B NFkB pot cell count 2 µM 128.
O=C(CN1CCN(S(=O)(=O)c2ccc(Cl)cc2)CC1)Nc1ccc2c(c1)OCCO2 was read as IL1B NFkB inh -13, Bcl-B TR3 displacers -3%, MRP resist rev -24, PLAP inhibition -35%, IL1B NFkB pot 13, MRP resist rev cytotoxicity 67, MRP resist rev with doxorubicin 91, IL1B NFkB inh cell count 2 µM 189 and IL1B NFkB pot cell count 2 µM 189.
Screening Cc1ccc(-c2nnc(SCC(=O)Nc3ccccc3F)o2)cc1 returned IL1B NFkB inh -6, Bcl-B TR3 displacers -4%, MRP resist rev -6, PLAP inhibition 10%, IL1B NFkB pot 6, MRP resist rev cytotoxicity 64, MRP resist rev with doxorubicin 70, IL1B NFkB inh cell count 2 µM 192 and IL1B NFkB pot cell count 2 µM 192.
`CCc1nnc(NC(=O)C(=O)NCCOC(=O)c2ccccc2Cl)s1` gave IL1B NFkB inh 4, Bcl-B TR3 displacers -14%, PLAP inhibition -20%, IL1B NFkB pot -4, IL1B NFkB inh cell count 2 µM 128 and IL1B NFkB pot cell count 2 µM 128.
CCN(CC)C(=O)C(=O)N/N=C/c1ccc(Br)cc1 was read as IL1B NFkB inh 2, Bcl-B TR3 displacers -4%, PLAP inhibition -25%, IL1B NFkB pot -2, IL1B NFkB inh cell count 2 µM 131 and IL1B NFkB pot cell count 2 µM 131.

An excerpt; the hit share may differ from the screen's.
